core dimer inh: inhibitors of HCV core protein dimerization, primary screen, biochemical, TR-FRET, high-throughput; inhibition, % at 5 µM; hit rate 0.33% among 300,000; TR-FRET GST/Flag-core106 dimerization, 1536-well;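 active = inhibition above the mean of all tested compounds plus 3 SD, set per screening campaign, cut at about 45% in these data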
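Test system: GST/Flag-tagged HCV core106 proteins; Medium: KF-containing HEPES buffer, pH 7.45, DTT, CHAPS, BSA; Times: compound-protein-antibody incubation 4 h at 22.5 °C; Detection: TR-FRET 671 and 617 nm emission; Benchmarks: wells lacking GST-core106 and wells with excess unlabelled core106.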
CTSL1 counter: Fasciola hepatica cathepsin L1 inhibitors, primary screen, counter-screen for PFM18AAP inhibitor project, biochemical, QFRET, fluorogenic peptide substrate. inhibition, % at 5.96 µM. hit rate 0.49% among 300,000. recombinant F. hepatica cathepsin L1, Z-Leu-Arg-MCA fluorescence;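 active = inhibition above the mean of all tested compounds plus 3 SD, set per screening campaign, cut at about 17% in these data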;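 note: 0% = plate median of test compound wells and 100% = 1 µM Z-Phe-Ala-diazomethylketone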
TPT1 inh: Candida albicans TPT1 enzyme inhibitors, primary screen, biochemical, fluorescence polarization; tRNA 2'-phosphotransferase TPT1 (Candida albicans SC5314); recombinant caTPT1, FP RNA substrate dephosphorylation; inhibition, % at 5 µM; hit rate 0.81% among 300,000; AID 1962, 2009;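 active = inhibition above the mean of all tested compounds plus 3 SD, set per screening campaign, cut at about 24% in these data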;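 note: plate controls were DMSO alone for no effect and ferristatin control at 100 nM for full effect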
JMJD2C inh: inhibitors of GASC-1 histone demethylase, primary screen, biochemical, fluorescence, DELFIA europium; Lysine-specific demethylase 4C (Homo sapiens), Q9H3R0; GST-JMJD2C(1-420) H3K9me3 demethylation; inhibition, % at 2.35 µM; hit rate 0.069% among 330,000; AID 2099, 2009;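 active = more than half of a compound's replicate wells show inhibition beyond 50%, single wells judged on their own value; inconclusive = some, but no more than half, of replicates pass 50% inhibition; inactive = no replicate passes 50% inhibition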;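 note: signal counts dimethyl H3K9 product captured on neutravidin plate; 0% = median of DMSO wells and 100% = 0.3 times that DMSO median; strong numbers were not always called active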
Target sequence (Q9H3R0 1-420 limits assumed): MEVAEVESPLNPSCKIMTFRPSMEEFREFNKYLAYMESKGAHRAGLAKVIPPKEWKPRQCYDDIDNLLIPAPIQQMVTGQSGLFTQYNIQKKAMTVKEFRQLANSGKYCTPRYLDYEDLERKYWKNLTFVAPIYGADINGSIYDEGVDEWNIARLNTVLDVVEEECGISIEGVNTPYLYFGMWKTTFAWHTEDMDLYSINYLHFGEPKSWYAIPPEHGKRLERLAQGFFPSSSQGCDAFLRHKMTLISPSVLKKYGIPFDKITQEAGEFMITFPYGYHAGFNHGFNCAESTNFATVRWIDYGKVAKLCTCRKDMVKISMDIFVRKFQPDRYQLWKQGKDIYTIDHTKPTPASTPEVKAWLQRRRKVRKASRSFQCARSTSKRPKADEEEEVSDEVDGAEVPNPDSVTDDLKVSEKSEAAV
PP5 primary: PP5 phosphatase inhibitors, primary screen, biochemical, fluorescence; Serine/threonine-protein phosphatase 5 (Homo sapiens), P53041; hit rate 0.18% among 320,000; purified PP5c, OMFP substrate fluorescence; inhibition, % at 6.7 µM;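 active = inhibition above the campaign's mean inhibition across all tested compounds plus 3 SD, cut at about 9.5% in these data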;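 note: 0% = DMSO only and 100% = 100 µM cantharidin control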
Target sequence (P53041 whole entry, looked up): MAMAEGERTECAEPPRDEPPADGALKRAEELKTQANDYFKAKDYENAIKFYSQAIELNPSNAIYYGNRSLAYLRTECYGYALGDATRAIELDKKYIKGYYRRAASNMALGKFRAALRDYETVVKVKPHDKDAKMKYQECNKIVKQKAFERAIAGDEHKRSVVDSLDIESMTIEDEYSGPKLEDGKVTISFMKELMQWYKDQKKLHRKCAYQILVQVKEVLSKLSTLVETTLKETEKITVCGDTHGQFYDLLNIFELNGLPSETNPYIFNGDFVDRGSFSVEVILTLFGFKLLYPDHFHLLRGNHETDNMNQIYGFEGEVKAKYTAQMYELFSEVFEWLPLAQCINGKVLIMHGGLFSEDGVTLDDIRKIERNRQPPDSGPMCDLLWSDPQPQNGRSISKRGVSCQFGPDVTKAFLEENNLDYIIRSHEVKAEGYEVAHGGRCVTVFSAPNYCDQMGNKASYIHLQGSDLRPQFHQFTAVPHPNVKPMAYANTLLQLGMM
CR mimetic SO: reduction of superoxide in aged yeast, primary screen, HTS; AID 2690, 2010; superoxide response (% of plate mean), % at 10 µM; hit rate 0.18% among 330,000; S. cerevisiae aged cells, superoxide DHE fluorescence; stronger effect = lower value;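 active = superoxide response under a set limit, about three screen SD below normal, cut at about 65% in these data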;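 note: yeast aged for seven days with compound at 30 °C before DHE staining; 100% = average MFI of all compound-treated wells on the plate with controls excluded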
EBNA-1 inh: EBNA-1 DNA-binding inhibitors, primary screen, biochemical, fluorescence polarization. inhibition, % at 14.8 µM. hit rate 0.34% among 300,000. AID 1950, 2009; in the data active = inhibition above about 28%
ZTA counter: counter-screen for EBNA-1 inhibitors: inhibitors of Epstein-Barr virus ZTA; hit rate 0.15% among 320,000; ZTA-DNA binding, fluorescence polarization; inhibition, % at 11 µM; in the data active = inhibition above about 33%
PP1 inh: PP1-alpha phosphatase inhibitors, primary screen, counter-screen for PP5 inhibitor project, biochemical, fluorescence, OMFP substrate, single point | purified PP1alpha | AID 2235, 2010 | inhibition, % at 6.7 µM | hit rate 0.9% among 320,000 | Serine/threonine-protein phosphatase PP1-alpha catalytic subunit (Homo sapiens), P62136;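 active = inhibition above the mean inhibition of all tested compounds plus 3 SD, computed separately for each screening campaign, cut at about 15% in these data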
The depositor's hits bear a star; ? = inconclusive; . = not tested or not shown; & = joins results of further samples.

SMILES	core dimer inh	CTSL1 counter	TPT1 inh	JMJD2C inh	PP5 primary	CR mimetic SO	EBNA-1 inh	ZTA counter	PP1 inh
CC(=O)N1c2ccccc2C2(O)N=C(C)SC12 (centres undefined)	-47	-1	-2	12	3.1	80	-4	-6	0
O=C(Nc1ccccn1)c1ccc(Br)s1	-18	2	-1	3	0.2	101	-6	-6	7
CSCCC(NC(=O)C1CCC(C)CC1)C(=O)NCCN1CCOCC1 (centres undefined)	4	38*	1	-4	2.2	58*	-6	7	-3
O=C(O)c1cc2ccccc2c(=O)s1	-4	-4	2	5	-3.1	128	5	1	-6
COc1ccc(C(=O)NC(=S)Nc2cccc3nc(C)ccc23)cc1OC	11	0	0	-5	-1.6	99	5	-1	0
CCOc1ccccc1NC(=O)c1cc(S(=O)(=O)N2CCN(CC)CC2)ccc1Cl	8	-2	2	1	0.5	103	0	5	-1
Cc1ccc(NC(=O)N2CCC(C(=O)NCCC3=CCCCC3)CC2)cc1	-1	1	1	-47	3.0	127	-11	-2	-9
COc1ccc(Cc2noc(CN(C)Cc3ccc(-n4cccn4)cc3)n2)cc1OC	-4	-2	-3	5	-0.6	87	10	-7	-3
Cc1cccc(C(=O)N[C@H](C(=O)Nc2nnc(C3CC3)s2)C(C)C)c1	-9	0	-2	-4	1.3	103	-4	-7	0
CC(=O)c1cc(CN2C(=O)c3ccccc3C2=O)cs1	0	-1	-1	8	2.4	99	-1	16	-4
COc1cc(-c2c(C#N)c(N)nc(SCc3ccncc3)c2C#N)cc(OC)c1OC	1	3	-2	-3	2.9	94	-1	7	0
Nc1c(Cl)ncnc1NCc1ccccc1	-10	2	1	3	0.4	93	6	4	3
Cc1ccc(S(=O)(=O)N2CCN(C(=O)c3ccc4nc[nH]c4c3)CC2)cc1	7	-3	-3	178	-1.3	93	-4	3	-5
Cc1nnc(SCc2cc(=O)[nH]c(N3CCCCC3)n2)s1	1	-2	-3	9	1.3	98	0	-13	-2
CC(=O)c1ccc(N2CCN(C(=O)c3cc(-c4ccncc4)nc4ccc(Br)cc34)CC2)cc1	-25	2	-1	8	0.0	91	10	-2	0
CC(=O)N(CN1C(=O)c2ccc([N+](=O)[O-])cc2C1=O)c1cccc(C(=O)O)c1	0	0	-1	0	23*	124	10	8	0
CCn1cc(S(=O)(=O)Nc2ncccn2)cn1	0	0	0	5	3.0	107	-10	-19	-1
CCOc1ccc(N(CC(=O)NC2CCCC2)C(=O)CCC(=O)Nc2nc(C)cs2)cc1	-2	0	2	-2	0.7	100	0	6	2
CCOC(=O)C1(CC2CC2)CCN(Cc2cn[nH]c2-c2cccc(F)c2)CC1	9	0	-1	-20	4.2	105	10	7	0
COc1ccc2c(c1)c(=O)oc1c(C)c(OC(C)C(=O)N[C@@H](Cc3c[nH]c4ccc(O)cc34)C(=O)O)ccc12 (some centres undefined)	1	5	1	-27	3.8	109	-2	3	-1
C(=N\Nc1nc2ccccc2[nH]1)/c1ccccc1	-2	4	-1	14	0.1	92	5	-2	-8
C=CCn1c(=O)c2ccccc2n2c(SCC(=O)/C(C#N)=C(\C)N)nnc12	0	0	-2	5	1.2	125	16	10	-3
CCCCC(=O)Nc1ccccc1C(=O)N1CCOCC1	0	0	-1	-2	-1.7	100	9	17	-3
CCOC(=O)C(CC)n1cnc2c(oc3ccccc32)c1=O (centres undefined)	2	4	2	14	0.1	105	-2	-14	-5
O=C(NCCOC(=O)c1ccc(C(=O)OCCNC(=O)c2ccccc2)o1)c1ccccc1	0	-1	-2	10&3	1.4	94	-2	-6	2
(listing goes on)
SMILES	core dimer inh	CTSL1 counter	TPT1 inh	JMJD2C inh	PP5 primary	CR mimetic SO	EBNA-1 inh	ZTA counter	PP1 inh
COc1cc(N)c(Cl)cc1C(=O)OCC(=O)c1cccs1	7	0	-3	-7	2.6	100	2	-10	-1
NC(=O)c1cccc2ccccc12	0	-4	-2	2	0.2	104	-2	7	-2
COc1ccc(CCn2ccc(O)c(Cc3ccc(Cl)cc3Cl)c2=O)cc1OC	-8	6	0	1	-0.7	109	-5	2	0
COc1ccc(/C=N\NC(=O)c2ccccc2F)cc1COc1ccc(F)cc1F	2	4	1	-1	3.4	98	14	14	5
Cc1ccc(CNC(=O)C2CCC(=O)N(CCc3ccccn3)C2)s1 (centres undefined)	6	-3	-1	4	-0.6	87	0	-7	0
Nc1cc2sc(-c3ccc(C(=O)O)cc3)nc2cc1Cl	18	4	-1	0	0.8	113	-5	-6	-3
COc1ccccc1-c1noc(-c2cccs2)n1	1	2	5	2	3.1	119	3	5	0
COc1cccc(NC(=O)c2cccc(C(=O)Nc3cccc(OC)c3)n2)c1	16	0	-2	1	4.7	110	13	2	-7
Cc1cccc(CN2CCC(n3nccc3NC(=O)c3ccccc3C)CC2)n1	3	0	1	-4	1.5	96	9	3	0
CCN(CC)S(=O)(=O)N1CCC(C(=O)NC2CCCc3ccccc32)CC1 (centres undefined)	-3	2	-1	9	1.1	78	-2	-16	-4
CCC(C)N(C(=O)COC(=O)c1cc([N+](=O)[O-])ccc1N)C1CCS(=O)(=O)C1 (centres undefined)	3	0	-2	2	1.7	95	17	11	-1
C/C(Nc1ccc(Cl)cc1)=C(/C#N)C(N)=O	0	-2	0	-2	-0.5	91	11	1	-3
Cc1ccc(S(=O)(=O)N2CCOCC2)cc1-c1n[nH]c(=S)n1-c1ccccc1	.	.	.	0	-0.3	96	.	13	-4
O=C(NCc1n[nH]c(=S)n1-c1cccc(Cl)c1)c1ccc(S(=O)(=O)N2CCCCC2)cc1	-4	5	-6	84*	-0.7	99	1	3	0
O=[N+]([O-])c1ccc(-n2cnc3ccccc32)c([N+](=O)[O-])c1	3	0	1	-2	0.7	115	-2	10	-5
NCCCn1c(C(=O)c2cc(Cl)c(N)c(Cl)c2)c2ccc(C(F)(F)F)cc2[n+]1[O-]	-8	6	-1	3	4.6	88	-7	0	2
CCOC(=O)c1ccc(NC(=O)CSC(=S)N2CCOCC2)cc1	1	-7	-3	-7	1.3	195	-1	-3	5
Cc1cccc(N2CCN(C(=O)C3CC(=O)N(c4ccc5c(c4)OCCO5)C3)CC2C)c1 (centres undefined)	.	.	.	-5	2.1	108	.	-8	1
CCn1cc(CCC(=O)NCc2ccc(F)cc2)c2ccccc21	-13	5	-8	2	1.0	107	7	7	2
CC(=O)NC(Cc1ccc(F)cc1)C(=O)NC1CCN(S(=O)(=O)c2ccccc2)CC1 (centres undefined)	-3	8	2	33	-7.1	110	-5	-3	-6
Cc1cccc(N2CCN(C(=O)c3ccc4nc(N5CCCCC5)sc4c3)CC2)c1C	12	-1	-2	-6	-0.8	98	-4	13	-2
CCCCn1c(N)c(N(CCOC)C(=O)COC(=O)COc2c(C)cccc2C)c(=O)[nH]c1=O	0	-13	1	1	-2.7	87	2	9	-6
O=C(NNc1c2ccccc2nc2ccccc12)c1ccc(Cl)cc1	-5	1	-1	5	0.5	96	-11	-10	7
CCOc1ccc(N(CC(=O)OC)S(=O)(=O)c2ccc(OC)c(OC)c2)cc1	5	4	4	4	1.1	113	-5	-1	-5
COc1ccc(CN2CCN(C(=O)c3cccc4ccccc34)CC2)c(OC)c1OC	-1	0	-2	-4	1.4	99	-7	6	3

A draw from above in order of length of the SMILES, high to low:
SMILES	core dimer inh	CTSL1 counter	TPT1 inh	JMJD2C inh	PP5 primary	CR mimetic SO	EBNA-1 inh	ZTA counter	PP1 inh
CCOc1ccc(N(CC(=O)NC2CCCC2)C(=O)CCC(=O)Nc2nc(C)cs2)cc1	-2	0	2	-2	0.7	100	0	6	2
Cc1cccc(C(=O)N[C@H](C(=O)Nc2nnc(C3CC3)s2)C(C)C)c1	-9	0	-2	-4	1.3	103	-4	-7	0
CCOC(=O)c1ccc(NC(=O)CSC(=S)N2CCOCC2)cc1	1	-7	-3	-7	1.3	195	-1	-3	5

Carrying on:
SMILES	core dimer inh	CTSL1 counter	TPT1 inh	JMJD2C inh	PP5 primary	CR mimetic SO	EBNA-1 inh	ZTA counter	PP1 inh
O=C(COC(=O)Cn1nnc2ccccc21)NC1CCCC1	3	-3	-1	-1	-0.3	103	4	10	1
COc1ccc(C(=O)N/C(=C/c2cccs2)C(=O)NN)cc1OC	-1	3	-4	-3	-2.1	94	1	5	-5
CCc1ccccc1NC(=O)c1ccc(S(=O)(=O)NCC2CCCO2)cc1 (centres undefined)	-3	-1	1	-6	0.4	84	4	-2	2
O=C(NCc1ccc(OC(F)(F)F)cc1)C1CC(c2ccc(C(F)(F)F)cc2)=NO1 (centres undefined)	6	6	-2	4	0.4	101	9	8	-1
Cc1occc1-c1nnc(SCC(=O)NCC2CCCO2)n1C (centres undefined)	3	7	-1	?	0.1	96	-5	-10	-3
COc1ccccc1NC(=O)c1cnc(SCC(=O)NCCc2ccccc2)n(C)c1=O	9	0	-2	-1	-1.1	99	4	0	-6
O=c1c2ccccc2ncn1CCOCCOc1cccc(Br)c1	-4	3	-5	-16	0.6	79	7	-7	2
Cc1ccc(O)c(NC(=O)c2ccc3c(c2)C(=O)N(Cc2ccco2)C3=O)c1	16	6	0	-12	-2.2	109	-5	2	0
O=C(Cn1c(=O)oc2cc(S(=O)(=O)N3CCCCCC3)ccc21)NC1CCCCCCC1	9	17*	-2	6	1.4	114	-5	-3	2
COc1ccc(CNC(=O)CC2(CC(=O)O)CCCCC2)cc1	-11	-2	2	2	1.1	97	-13	-21	-1
Cc1nc2c(-c3ccc(Cl)cc3)cnn2c2c1CCC2	4	0	2	9	3.1	95	-6	-4	3
C[N+](C)(CCCCCC[N+](C)(C)CCCN1C(=O)c2cccc3cccc(c23)C1=O)CCCN1C(=O)c2cccc3cccc(c23)C1=O	4	3	2	.	2.0	108	3	3	-4
CN(Cc1ccccc1)C(=O)C1CCC(CNS(=O)(=O)c2cccc3cccnc23)CC1 (centres undefined)	0	1	-2	0	0.3	106	-13	-2	-5
NS(=O)(=O)c1ccc(Nc2nc(-c3ccccc3)cs2)cc1	3	-1	-3	2	4.7	99	4	12	-3
Cc1nc2ccccn2c1C(=O)NNC(=S)Nc1ccccc1	-5	0	3	-9	2.5	109	0	2	-4
CCOc1ccc(-n2c(Cc3cc(=O)[nH]c(=O)[nH]3)nnc2SCc2cccnc2)cc1	3	0	-4	13	1.0	92	-2	-4	-4
COc1ccc(-n2c(-c3ccco3)nc3c(cnn3-c3ccccc3C)c2=O)cc1	2	-1	1	48	-0.3	102	-17	-1	-3
CNC(=O)Oc1ccc2c(c1)[C@]1(C)CCN(C)C1N2C (some centres undefined)	-9&-11	4&-4	-1&0	-7&2	1.9&0.8	117&101	1&2	-4&-7	-2&0
CCN1CCN(c2nc3c(C)cccn3c(=O)c2/C=C(\C#N)S(=O)(=O)c2ccc(Cl)cc2)CC1	12	4	3	15	0.8	128	0	-1	0
CC(C)(Oc1ccc(Cl)cc1)C(=O)Nc1ccc2oc(=O)ccc2c1	-3	-1	-1	2	0.9	84	1	-11	4
C=CCOC(=O)C1=C(C)NC(SCC(N)=O)=C(C#N)C1c1ccc(C)cc1 (centres undefined)	6	3	1	-8	-0.4	112	3	-2	-2
Cc1ccc(/C=c2/sc3nnc(-c4ccccc4Cl)n3c2=O)o1	14	-1	9	4	-0.5	96	5	-3	-1
CCN(CC)CCNC(=O)c1sc2ncn(CC(=O)Nc3ccc(C)c(Cl)c3)c(=O)c2c1C	3	0	2	0	2.4	96	3	-12	-5
